Compound activity from PubChem BioAssay.
Measles CPE = protection of cells from measles virus; Measles virus-infected cells, CPE protection, absorbance; protection (pct of control), % at 4 µM; actives 1.5% (n = 140,000); AID 841; in the data active means protection mostly above about 24%, no sharp cut-off; inactive means mostly below about 26%; further: some compounds called inactive have numbers as strong as hits
E-sel TNF inh = blocks E-selectin expression induced by TNF alpha | HUVEC TNFa-induced E-selectin immunofluorescence, high content | inhibition, % at 2 µM | actives 0.71% (n = 120,000) | AID 1246;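 active means inhibition above the batch mean plus 3 SD, and confirmed as a hit on visual image review, cut at about 43% in these data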;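 further: 0% = TNF-stimulated DMSO wells and 100% = unstimulated control wells; not every result past the cut was called active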
MRP1 act = MRP-1 activation | H69AR cells + doxorubicin, viability rescue, CellTiter-Glo | viability increase, % at 10 µM | actives 0.61% (n = 140,000);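 active means viability gain under doxorubicin at or above a set limit, the compound median plus 3 SD, cut at about 4.7% in these data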;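 further: MRP-1 overexpressing cells given doxorubicin 25 µM after compound pretreatment; 18-22 h compound pretreatment then 72 h with doxorubicin before readout; 0% = doxorubicin-only wells and 100% = vehicle-treated cells without doxorubicin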
BB579 growth dn = chemicals that inhibit yeast BB579 growth in restrictive medium (lifespan-shortening candidates) | S. cerevisiae BB579 growth, OD615, 48 h | inhibition, % at 10 µM | actives 0.51% (n = 140,000) | AID 804;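 active means inhibition above a set limit, 3 SD over the mean compound inhibition, cut at about 44% in these data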; further: inactives centre near -24
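Detection: OD615 turbidity measurement; Material: Saccharomyces cerevisiae DeaD strain BB579, replicative lifespan model yeast; Timing: 48 h exposure, 30 °C; Doses: single 10 µM dose; Medium: CSMM-D restrictive synthetic medium containing dextrose (glucose); Controls: amphotericin B at 10 µg/mL as positive control.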
bCat KO growth = beta-catenin-lacking colon tumor cell growth suppression | viability, % at 10 µM | actives 1.5% (n = 140,000) | HCT116 beta-catenin knockout viability, CellTiter-Glo, 60 h; stronger effect = lower value | AID 818;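 active means viability at or under a set limit, the compound median less 4 SD, cut at about 6% in these data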;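 further: 0% = Hyamine 1622 control at 20 µM and 100% = untreated cell control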
GALR2 antag = GALR2 (human) receptor antagonism. GALR2-expressing cells, antagonist mode. AID 828. inhibition, % at 4 µM. O43603. actives 0.39% (n = 140,000); in the data active means inhibition above about 27%;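 further: cells stimulated with galanin 1-16 at roughly its EC80; 0% = agonist challenge control and 100% = basal control without agonist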
Target sequence (O43603 whole entry, looked up): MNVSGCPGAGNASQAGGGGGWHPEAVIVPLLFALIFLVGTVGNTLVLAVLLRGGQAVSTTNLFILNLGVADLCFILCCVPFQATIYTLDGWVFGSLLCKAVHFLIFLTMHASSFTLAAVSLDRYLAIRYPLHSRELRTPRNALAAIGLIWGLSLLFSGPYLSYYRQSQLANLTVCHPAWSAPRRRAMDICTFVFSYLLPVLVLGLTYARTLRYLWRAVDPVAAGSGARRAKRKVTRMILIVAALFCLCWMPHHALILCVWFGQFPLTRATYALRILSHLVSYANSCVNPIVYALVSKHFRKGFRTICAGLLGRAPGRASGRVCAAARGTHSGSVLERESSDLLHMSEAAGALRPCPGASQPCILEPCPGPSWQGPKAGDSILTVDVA
Yeast lifespan up = extends the lifespan of yeast. S. cerevisiae growth with nicotinamide, OD615; deaD strain in restrictive glucose medium. inhibition of the nicotinamide effect, % at 10 µM. actives 0.68% (n = 130,000). AID 775;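 active means inhibition above a set limit, placed 3 SD over the median of all compounds, cut at about 26% in these data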;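 further: 0% = nicotinamide-treated wells and 100% = cells grown without nicotinamide; some compounds called inactive have numbers as strong as hits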
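Assay system: DeaD-strain S. cerevisiae. Medium: CSMM-D glucose medium, restrictive. Reagent: nicotinamide, 1.5 mM, co-present with compound. Compound: 10 µM single point, 0.25% DMSO. Schedule: culture preincubation 4 h, compound exposure 48 h, both 30 °C. Detection: absorbance at 615 nm.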
NPY Y2 blocker = antagonists of human neuropeptide Y receptor Y2 | P49146 | NPY-Y2 expressing cells, antagonist mode | inhibition, % at 2.7 µM | actives 0.99% (n = 140,000); in the data active means inhibition above about 17%;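 further: 0% = vehicle with agonist challenge and 100% = reference antagonist with challenge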
Target sequence (P49146 whole entry, looked up): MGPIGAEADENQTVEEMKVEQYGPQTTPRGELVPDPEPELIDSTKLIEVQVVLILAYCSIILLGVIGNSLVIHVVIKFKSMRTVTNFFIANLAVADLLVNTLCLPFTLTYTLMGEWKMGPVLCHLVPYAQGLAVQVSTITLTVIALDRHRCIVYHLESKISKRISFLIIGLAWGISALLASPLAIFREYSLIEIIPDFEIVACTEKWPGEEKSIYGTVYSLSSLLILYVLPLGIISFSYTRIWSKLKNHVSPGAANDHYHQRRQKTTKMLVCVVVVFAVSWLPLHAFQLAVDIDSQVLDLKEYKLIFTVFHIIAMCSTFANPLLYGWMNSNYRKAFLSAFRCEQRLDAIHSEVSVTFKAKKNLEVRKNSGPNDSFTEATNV
Phagocyt inh = inhibitors of macrophage phagocytosis. J774A.1 macrophage IgG-bead phagocytosis, imaging. inhibition, % at 5 µM. actives 0.07% (n = 110,000). AID 1029;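 active means inhibition above the mean of the plate negative controls plus 5 SD, cut at about 13% in these data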;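 further: phagocytic index as fraction of beads internalized from green versus red external bead signal; plate controls were DMSO negative control for no effect and cytochalasin-D positive control for full effect; some results beyond the cut were filed as inactive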
PTEN del growth = suppresses growth of cells with PTEN deletion | HCT116 PTEN-null viability, CellTiter-Glo, 60 h; stronger effect = lower value | viability, % at 10 µM | actives 1.2% (n = 140,000);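 active means viability at or below a set limit, 4 SD under the median of all tested compounds, cut at about 3.7% in these data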;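 further: PTEN knockout HCT116 line with beta catenin targeted HCT116 as companion control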
* hit, by the source's call; . = not tested or not shown.

Start of the listing, in advance, 6 compounds:
SMILES	Measles CPE	E-sel TNF inh	MRP1 act	BB579 growth dn	bCat KO growth	GALR2 antag	Yeast lifespan up	NPY Y2 blocker	Phagocyt inh	PTEN del growth
CCOC(=O)CSc1nnc(CSc2nc3ccccc3c(=O)[nH]2)n1-c1ccccc1	2	-22	0.5	-25	94	1	-13	0	1	91
CCc1ccc2nc(-c3cccc(C)c3)nc(SCC(=O)NCC3CCCO3)c2c1 (stereo unspecified)	17	.	0.0	-18	75	4	-11	0	.	61
Cc1[nH]n(-c2ccc([N+](=O)[O-])cc2)c(=O)c1C=NCCN1CCN(C(=O)c2cccc(F)c2)CC1	4	10	-1.3	-57	48	-11	0	2	-2	55
C#CCOCCOCCOCCNc1nc(N2CCN(C(=O)Cn3cc(CC(C)O)nn3)CC2)nc(N2CCN(C(=O)[C@H](CCCCN)n3cc(CCC(=O)O)nn3)CC2)n1 (stereo partly specified)	9	0	-0.1	-31	95	-6	1	2	.	109
O=C(NCc1cn2ccsc2n1)c1cccc(C(F)(F)F)c1	0	7	-0.8	-32	97	-1	-1	-1	0	100
CCOc1ccc(CCNC(=O)CSc2cc(=O)n(C)c3ccc(Cl)cc23)cc1OCC	10	.	-0.9	-4	87	8	-3	3	-6	91

Main list, previewed entries included:
SMILES	Measles CPE	E-sel TNF inh	MRP1 act	BB579 growth dn	bCat KO growth	GALR2 antag	Yeast lifespan up	NPY Y2 blocker	Phagocyt inh	PTEN del growth
CCOC(=O)CSc1nnc(CSc2nc3ccccc3c(=O)[nH]2)n1-c1ccccc1	2	-22	0.5	-25	94	1	-13	0	1	91
CCc1ccc2nc(-c3cccc(C)c3)nc(SCC(=O)NCC3CCCO3)c2c1 (stereo unspecified)	17	.	0.0	-18	75	4	-11	0	.	61
Cc1[nH]n(-c2ccc([N+](=O)[O-])cc2)c(=O)c1C=NCCN1CCN(C(=O)c2cccc(F)c2)CC1	4	10	-1.3	-57	48	-11	0	2	-2	55
C#CCOCCOCCOCCNc1nc(N2CCN(C(=O)Cn3cc(CC(C)O)nn3)CC2)nc(N2CCN(C(=O)[C@H](CCCCN)n3cc(CCC(=O)O)nn3)CC2)n1 (stereo partly specified)	9	0	-0.1	-31	95	-6	1	2	.	109
O=C(NCc1cn2ccsc2n1)c1cccc(C(F)(F)F)c1	0	7	-0.8	-32	97	-1	-1	-1	0	100
CCOc1ccc(CCNC(=O)CSc2cc(=O)n(C)c3ccc(Cl)cc23)cc1OCC	10	.	-0.9	-4	87	8	-3	3	-6	91
COc1ccc(Cl)c(Cn2c(NCCCO)nc3c2c(=O)n(C)c(=O)n3C)c1	21	.	-1.8	-6	93	-15	-3	-1	-1	98
Fc1ccc(-c2cc3nc(-c4ccccc4)cc(N4CCOCC4)n3n2)cc1	25	13	2.9	-30	103	-5	-8	5	0	91
Cc1cc(C)cc(NC(=O)CCc2nc3ccccc3[nH]2)c1	9	1	-3.4	-33	99	-5	2	4	.	89
Cc1ccc(S(=O)(=O)/N=C2/C=C(Sc3ncn[nH]3)C(=O)c3ccccc32)cc1	19	.	-4.0	14	31	21	0	1	-6	67
Cc1cc2cc3c(cc2nc1SCC(=O)Nc1ccccc1)CCC3	5	-7	-2.5	-63	77	7	-17	1	.	79
O=C(C1CCCC1)N(c1ccccc1)C1C=CS(=O)(=O)C1 (stereo unspecified)	4	-16	-2.5	-11	92	6	-8	2	-3	86
O=C(NCCO)c1cc2ccccc2cc1O	6	-1	1.9	-15	99	2	-4	-3	0	102
COc1ccccc1NS(=O)(=O)c1cc(NC(=O)Nc2ccccc2)ccc1N1CCCCC1	11	9	-2.4	-17	64	0	-2	1	-5	46
Cc1sc2ncnc(Sc3ccccc3C(=O)Nc3ccc(C#N)cc3)c2c1C	6	-18	-4.5	-11	74	2	4	3	1	75
[N-]=[N+]=CC(=O)CC(c1ccccc1)N1C(=O)c2ccccc2C1=O (stereo unspecified)	13	6	1.0	-32	107	-6	-10	1	2	117
CC(c1ccco1)N(C(=O)C12CC3(C)CC(C)(CC(C)(C3)C1)C2)c1ccccn1 (stereo unspecified)	25	13	-2.2	-35	111	-4	-14	-2	-1	90
O=C(Nc1ccc(N2CCN(C(=O)c3ccccc3)CC2)c(Cl)c1)c1ccc(Br)o1	28	.	-1.6	-29	10	6	-8	2	-1	15
Cc1nnc(SCC(=O)NNC(=O)C(C)C)[nH]c1=O	7	.	-1.8	-8	94	3	-1	1	.	94
CC1CC2(CCCC2)N(C(=O)c2ccccc2)Cc2ccccc21 (stereo unspecified)	4	.	-2.4	-37	80	24	6	10	-8	73
O=C(c1ccc2c(c1)OCO2)N1CCN(c2ccc(C(F)(F)F)cn2)CC1	8	.	-1.2	-11	95	-5	-3	5	-5	97
COc1ccc(OC)c(C(c2nnnn2C2CCCC2)N2CCN(c3ccc(F)cc3)CC2)c1 (stereo unspecified)	9	6	-2.8	-13	66	-4	-3	10	0	60
Nn1c(CN2CCCCC2)nc2ccccc2c1=O	16	51*	-0.8	-69	100	-11	-4	2	-1	105
Cc1ccc(/C(O)=C2/C(=O)C(=O)N(CCN3CCOCC3)C2c2ccccn2)cc1 (stereo unspecified)	9	-1	-1.7	4	95	-2	21	1	6	104
COc1ccc(-c2cc3nnc(-c4ccccc4)nc3s2)cc1	4	-12	-1.4	-23	78	-3	.	8	.	82
O=C(CN1CCc2[nH]c3ccccc3c2C1)N1CCCCC1	3	.	-1.4	-17	92	8	-4	1	2	89
COc1ccc(-c2nc3n(c2Br)CCC3)cc1	11	.	-0.4	-33	91	-7	-26	-2	.	83
CCOc1cc(-c2nc(-c3ccncc3)no2)cc(OCC)c1OCC	11	13	-2.0	-54	52	35*	-17	2	0	69
CCn1ncc(CNC(=O)CCSc2nc(-c3ccco3)cc(C(F)(F)F)n2)c1C	30	6	-2.4	-15	86	-8	.	-1	.	91
O=C(Nc1ccccc1C(=O)N1CCOCC1)c1ccc(F)cc1	10	31	-0.4	-55	100	7	1	1	0	102
C/C(=N\NC(=O)c1ccc(C)cc1)C1C(=O)c2ccccc2C1=O	19	27	0.5	-47	30	-8	.	3	.	61
COc1cc(CC(=O)OCC(=O)Nc2cc(S(=O)(=O)N3CCCC3)ccc2Cl)cc(OC)c1OC	4	7	-0.3	-41	98	-7	1	-1	-2	104
O=C(O)C1CC=CCC1C(=O)Nc1cccc(Cl)c1 (stereo unspecified)	11	16	-0.5	-70	96	-7	-4	6	0	98
N#Cc1c(NC(=O)CSc2ncn[nH]2)sc2c1CCCCC2	6	-8	-2.2	-20	84	-7	-6	3	-1	85
CCOC(=O)N1CCN(c2ccccc2O)CC1	10	4	0.8	-67	105	3	-8	1	-1	114
COc1ccc(-n2c(NC(=O)c3ccco3)c(C#N)c3nc4ccccc4nc32)cc1	27	-7	-3.8	-47	88	-7	-9	0	-2	90
O=C(/C=C/c1c(Cl)cccc1Cl)NCc1ccccc1	23	-1	-2.4	-35	88	0	-3	3	.	88
COC(=O)c1ccc(NC(=O)C(=O)N2CCN(C(=S)Nc3ccc(OC)cc3)CC2)cc1	19	.	0.3	4	87	-11	-3	-2	-11	94
CC(C)c1ccc(N(CC(=O)NCCSC(C)(C)C)S(C)(=O)=O)cc1	5	-9	-1.5	-42	95	-11	-3	3	2	106
CCCNC(=O)N1CCN(c2nc(C(C)C)c3c(c2C#N)CC(C)(C)OC3)CC1	14	.	1.2	6	64	-6	-3	1	0	63
O=C(Nc1cc2c(cc1Br)OCCO2)c1ccco1	7	39	-1.7	4	94	-10	.	2	.	91
CCOC(=O)N1CCN(C2CC(=O)N(c3ccc(Cl)c(Cl)c3)C2=O)CC1 (stereo unspecified)	11	-17	1.2	-28	84	-2	.	2	.	93
CCOC(=O)c1nnc2ccnn2c1N	12	27	-1.9	2	106	4	-22	1	1	98
COc1cccc(-c2nc(CS(=O)CC(=O)O)c(C)o2)c1 (stereo unspecified)	0	.	-0.8	26	98	2	-12	4	0	93
COc1cc(OC)cc(C(=O)N[C@H](C(=O)OCC(=O)NC(C)c2ccccc2)C(C)C)c1 (stereo partly specified)	11	.	-3.5	-6	84	6	18	1	-3	90
CCOC(=O)COc1c(Cl)cc(C2NC(=S)NC(c3ccccc3)=C2C(C)=O)cc1OCC (stereo unspecified)	10	11	-4.0	-20	86	4	1	-1	-3	91
COc1ccccc1Nc1ccc(Nc2ccccc2OC)nn1	1	.	-5.3	-6	89	15	-3	3	-6	85
CCn1c(COc2cccc(C)c2)nc2ccccc21	6	7	1.2	-58	53	1	.	5	.	64
O=C(Cc1ccccc1)NCCn1ccc2ccccc21	3	-17	-0.7	-17	87	6	-10	3	-2	100
Cc1cccc(-n2ncc3c(NCc4ccco4)ncnc32)c1	17	-20	-5.0	-25	24	19	-10	6	.	32
COCCCNC(=O)Cn1nnc(-c2ccccc2NC(=O)c2ccc(F)cc2)n1	27	.	-1.6	10	89	-5	-1	2	0	93
O=C(N/N=C/c1ccccc1OCC(=O)N1CCCC1)C(=O)Nc1ccccc1F	4	.	0.0	-44	63	-8	-2	1	-3	65
COc1cccc(-n2c(C)nc3cc(C(=O)O)ccc32)c1	19	-8	-0.9	-69	105	-6	-8	1	.	99
COc1ccc(OC)c(/C=N/N=C2\SCC(=O)N2Cc2ccco2)c1	9	-3	0.3	-48	88	10	-1	5	-9	89
COc1cccc(NC(=O)N2CCCC2C(=O)NC2CC2)c1 (stereo unspecified)	42	10	1.1	-16	87	13	-1	1	-2	96
O=c1cc(O)c2sc(Nc3ccc(F)cc3)nc2[nH]1	5	.	-4.5	-7	63	3	-2	2	2	74
CNC(=O)Nc1nnc(C(C)(C)C)s1	4	-12	-1.5	-6	93	0	-1	2	.	94

Random excerpt: 2 entries already listed
SMILES	Measles CPE	E-sel TNF inh	MRP1 act	BB579 growth dn	bCat KO growth	GALR2 antag	Yeast lifespan up	NPY Y2 blocker	Phagocyt inh	PTEN del growth
C#CCOCCOCCOCCNc1nc(N2CCN(C(=O)Cn3cc(CC(C)O)nn3)CC2)nc(N2CCN(C(=O)[C@H](CCCCN)n3cc(CCC(=O)O)nn3)CC2)n1 (stereo partly specified)	9	0	-0.1	-31	95	-6	1	2	.	109
COCCCNC(=O)Cn1nnc(-c2ccccc2NC(=O)c2ccc(F)cc2)n1	27	.	-1.6	10	89	-5	-1	2	0	93
